Screens as filed in PubChem BioAssay.
EWS-Fli block: inhibitors of EWS/Fli oncoprotein transcriptional activity | actives 0.67% (n = 350,000) | inhibition, % at 12.6 µM | A673 NR0B1-luciferase reporter, viability-normalised | AID 651661;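 active = mean inhibition of at least 50% after viability correction, with every replicate also passing that limit; inconclusive = mean reaches 50% but only one of two replicates passes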;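 note: firefly luciferase signal divided by Alamar Blue viability fluorescence both relative to DMSO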
PGC1a acetyl inh: modulators of PGC1a acetylation | AID 651687 | inhibition, % at 15.6 µM | actives 0.17% (n = 350,000) | U2OS PGC1a acetylation, AlphaScreen anti-acetyl-lysine; with virally co-expressed GCN5 acetyltransferase;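 active = every replicate shows inhibition of at least 40%; inconclusive = mean inhibition at least 40% but some replicate below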;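 note: 0% = neutral control wells and 100% = positive control wells; some results beyond the cut were filed as inactive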
PAX8 inh HTS: inhibitors of PAX8 transcriptional activity in RMG-I cells. actives 1.2% (n = 360,000). RMG-I TPO-luciferase reporter, SteadyGlo, 24 h. inhibition, % at 12.6 µM. AID 652154;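 active = mean replicate inhibition at least 60% with every replicate also reaching 60%; inconclusive = only one of the two criteria is met; inactive = mean below 60% and not all replicates reaching 60%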;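 note: luciferase light reporting Pax8 driven TPO promoter activity; plate controls were median of neutral control wells for no effect and mitoxantrone controls for full effect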
ERAP1 HTS inh: inhibitors of human ERAP1 aminopeptidase | actives 0.15% (n = 340,000) | inhibition, % at 10.7 µM | recombinant ERAP1, Leu-AMC fluorescence, 60 min;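 active = mean replicate inhibition of at least 30%, or all replicates individually reaching that 30% level; inactive = mean below 30% and not every replicate reaching it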;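 note: 0% = neutral control wells and 100% = L-leucinethiol positive control wells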
PglD DTNB: inhibitors of Campylobacter jejuni PglD acetyltransferase | inhibition, % at 12.5 µM | purified PglD enzyme, DTNB colorimetric CoA detection | actives 0.098% (n = 360,000); in the data active = inhibition above about 16%, passing the limit was not always enough; inconclusive = no clear call, values can overlap the other calls; note: strong numbers were not always called active
S100A4 MyoIIA: blocks human S100A4 binding to myosin IIA peptide; P26447; actives 0.14% (n = 360,000); inhibition, % at 10.7 µM; S100A4/TAMRA-MyoIIA peptide fluorescence polarization;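 active = mean inhibition of at least 70% across replicates, with every replicate also reaching that level; inconclusive = mean inhibition reaches 70% but some replicates fall short; inactive = mean inhibition below 70%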
Target sequence (P26447 whole entry, looked up): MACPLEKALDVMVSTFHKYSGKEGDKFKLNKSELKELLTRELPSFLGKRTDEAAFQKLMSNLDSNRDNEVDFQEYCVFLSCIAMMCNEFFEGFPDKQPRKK
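Compound dosing: one dose per compound; test system: human S100A4 monomer with TAMRA-labelled myosin IIA peptide; probe or stimulus: TAMRA-labelled myosin IIA heavy-chain peptide probe, 5 nM; medium: HEPES buffer with Ca2+, pH 7.2; schedule: 5 min incubation before reading; benchmarks: neutral control DMSO, positive control TFP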
FN deposition inh: fibronectin deposition inhibition; AID 743247; AH1F fibroblasts, Alexa488-fibronectin deposition fluorescence, overnight; inhibition, % at 12.6 µM; actives 0.086% (n = 350,000);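 active = mean inhibition across replicates of 30% or more, regardless of how many single replicates reach that level; inconclusive = mean under 30% yet at least half of replicates reach 30%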;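 note: positive control wells lacked labelled fibronectin entirely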
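test system = AH1F fibroblasts assembling fluorescent fibronectin matrix | quantity = 10000 AH1F cells per well | buffer or medium = DMEM plus 2% serum, read in PBS | doses = single dose, pinned | incubation = 1 h cell attachment, overnight exposure to compound and label | detection = fluorescence at 485 nm excitation, 525 nm emission | read-out basis = inhibition from reduced deposited-fibronectin fluorescence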
LGR2 inh: blocks bursicon-induced cAMP signaling via Drosophila LGR2; actives 0.35% (n = 380,000); AID 720647; HEK293 LGR2, CRE-luciferase, bursicon-stimulated, 4 h; inhibition, % at 9.99 µM;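 active = drop in luminescence signal, shown as inhibition above about 50% in the replicate tests, limit read from the data, passing the limit was not always enough; inconclusive = probably only some replicates passing the limit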;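 note: agonist challenge used bursicon conditioned medium at about half maximal strength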
* hit, by the source's call; ? = inconclusive; · = no result given.

[1] COc1ccc(OCC(O)CNC(=O)c2ccc(C)cc2)cc1 (stereo not given)
[2] O=C(c1cc2ccccc2oc1=O)N(c1ccc(Cl)cc1)C1C=CS(=O)(=O)C1 (stereo not given)
[3] O=C(CSc1nnc(Cc2ccsc2)o1)c1ccccc1
[4] COc1ccc(-c2nnc3sc(-c4cccs4)nn23)cc1OC
[5] CCc1noc(C)c1C(=O)N1CCCC1
[6] CCCCOC(=O)CCn1[nH]c(=O)c2ccccc2c1=O
Assay by compound	1	2	3	4	5	6
EWS-Fli block	11	·	-6	·	9	·
PGC1a acetyl inh	0	-8	3	39	·	-3
PAX8 inh HTS	-9	13	14	·	·	-8
ERAP1 HTS inh	·	·	0	-1	3	·
PglD DTNB	·	-4	-3	0	·	4
S100A4 MyoIIA	-6	·	0	-5	8	·
FN deposition inh	7	5	-6	·	·	11
LGR2 inh	23	3	-44	-17	7	·

[7] CC(N)c1csc(Nc2nccc(C(F)(F)F)n2)n1 (stereo not given)
[8] CC(=O)c1ccc(C(=O)N2CCC(CO)(Cc3cccc(C(F)(F)F)c3)CC2)cc1
[9] COc1ccc(N2C(=O)CS(=O)C(c3ccccc3)C2=O)cc1 (stereo not given)
[10] COc1cccc(S(=O)(=O)Nc2ccc3c(c2)[C@@H]2C[C@@H](CC(=O)N[C@@H](C)c4ccccc4)O[C@@H](CO)[C@@H]2O3)c1
[11] Cc1[nH]c2ccccc2c1C(=O)C(=O)NCCCn1ccnc1
[12] O=C(/C=C/c1cc(Br)ccc1F)OCC(=O)N1CCCC1
Assay by compound	7	8	9	10	11	12
EWS-Fli block	1	-33	-6	8	0	3
PGC1a acetyl inh	·	15	·	1	9	8
PAX8 inh HTS	12	20	9	18	4	13
ERAP1 HTS inh	3	-2	-2	-1	-4	-1
PglD DTNB	2	·	·	0	·	-1
S100A4 MyoIIA	5	-3	-4	-30	1	-2
FN deposition inh	-4	·	-3	·	-5	2
LGR2 inh	1	0	11	-6	8	6

[13] Cc1ccc(-n2c(Cc3cccc4ccccc34)n[nH]c2=S)c(C)c1
[14] O=C(COC(=O)COc1ccc(Cl)cc1)NC1CCCC1
[15] Cc1cc(C)cc(NC(=O)NNC(=O)c2cc3occc3[nH]2)c1
[16] COc1ccc(-c2cnc(N)nc2-c2ccc(OC)cc2)cc1
[17] CCOc1cc(CNCC(O)c2ccccc2)cc(Cl)c1OC (stereo not given)
[18] COc1ccccc1C1CC(c2cccc(NS(C)(=O)=O)c2)=NN1S(=O)(=O)c1ccccc1 (stereo not given)
Assay by compound	13	14	15	16	17	18
EWS-Fli block	10	9	1	-1	13	2
PGC1a acetyl inh	-4	9	6	1	·	·
PAX8 inh HTS	-2	3	14	-5	4	21
ERAP1 HTS inh	-1	-1	0	-2	-2	-3
PglD DTNB	·	-2	4	5	-4	1
S100A4 MyoIIA	-3	2	-3	-16	0	-20
FN deposition inh	-11	0	7	6	6	-7
LGR2 inh	5	1	12	-3	-25	11

[19] Cc1ccc(C(=O)CCC(=O)NN2C(=O)NC3(CCCCC3)C2=O)cc1
[20] Cc1ccccc1OCCCC(=O)Nc1ccc2c(c1)OCO2
[21] CC(C)CCNC(=O)CN(C)S(=O)(=O)c1cccc2nsnc12
[22] O=C(Cc1ccccc1)c1ccc(N2CCOCC2)cc1
[23] CCc1ccccc1OCC(=O)Nc1nc(-c2cccnc2)cs1
[24] O=CNc1ccc(S(=O)(=O)NCc2ccccc2)cc1
Assay by compound	19	20	21	22	23	24
EWS-Fli block	-5	-20	·	-69	13	·
PGC1a acetyl inh	·	1	-5	·	11	-7
PAX8 inh HTS	-10	·	-12	-133	19	·
ERAP1 HTS inh	1	3	·	1	-1	·
PglD DTNB	·	0	-7	·	-5	-2
S100A4 MyoIIA	0	0	·	-32	3	·
FN deposition inh	0	·	3	0	4	4
LGR2 inh	1	4	·	-33	6	-13

[25] Cc1ccc(C)c(NC(=O)CCC(=O)N/N=C/c2ccc[nH]2)c1
[26] COc1cc(C(=O)NCCSc2ccc(Cl)cc2)cc(OC)c1OC
[27] Cc1ccc(S(=O)(=O)/N=C(\N)Nc2nc(C)c3cc(C)ccc3n2)cc1
[28] O=C(NCCCN1CCOCC1)c1ccc2nc(Cc3ccccc3F)oc2c1
[29] O=c1c2cc(NC(=S)NC3CCCC3)ccc2nc2n1CCCCC2
[30] Cc1ccc2c(COC(=O)C3CSC4(C)CCC(=O)N34)cc(=O)oc2c1C (stereo not given)
Assay by compound	25	26	27	28	29	30
EWS-Fli block	·	4	·	-19	-26	-8
PGC1a acetyl inh	-1	-1	-14	3	-4	7
PAX8 inh HTS	·	-9	·	-51	8	-17
ERAP1 HTS inh	·	1	·	-5	-2	3
PglD DTNB	0	-6	-2	-1	3	2
S100A4 MyoIIA	·	-27	·	2	-6	2
FN deposition inh	4	-4	0	·	-2	-8
LGR2 inh	9	1	-25	-12	-17	4

[31] CCC(=O)NCCc1nc2cc(NC(=O)c3ccco3)ccc2n1C
[32] COc1ccc(C2c3ccc(O)cc3Oc3ncn(CCN4CCOCC4)c(=N)c32)cc1 (stereo not given)
[33] CCOC(=O)CNC(=O)Cn1cnc2sc(C)c(S(=O)(=O)N3CCOCC3)c2c1=O
[34] O=C(Nc1ccc(Oc2ccccc2)cc1)N[C@@H](Cc1ccccc1)C(=O)O
[35] CCc1ccc(S(=O)(=O)Nc2cc(SCC(=O)O)c(O)c3ccccc23)cc1
[36] O=C(C[C@H]1CC[C@@H](NC(=O)c2ccc(F)cc2)[C@@H](CO)O1)NCCc1ccncc1
Assay by compound	31	32	33	34	35	36
EWS-Fli block	-48	6	-6	10	-26	3
PGC1a acetyl inh	1	5	·	·	-9	6
PAX8 inh HTS	-80	8	0	-11	23	1
ERAP1 HTS inh	-2	·	1	-1	1	-2
PglD DTNB	6	0	3	6	·	1
S100A4 MyoIIA	3	5	10	-6	3	3
FN deposition inh	1	9	1	4	8	·
LGR2 inh	-22	-6	11	2	45	-4

[37] Cc1nn(C)cc1/C=N/NC(=O)Cn1nnc(N)n1
[38] CC1CN(C(=O)COC(=O)CSc2ccc(C(N)=O)cc2[N+](=O)[O-])CC(C)O1 (stereo not given)
[39] CCCN(C)C[C@@H]1OCCCC[C@H](C)Oc2ccc(NS(=O)(=O)c3ccc(C)cc3)cc2C(=O)N([C@@H](C)CO)C[C@H]1C
[40] CC(C)CC#Cc1ccc2c(c1)O[C@@H](CN(C)C(=O)C1CCOCC1)[C@H](C)CN([C@@H](C)CO)S2(=O)=O
[41] Cc1nc(-c2ccccc2)ccc1C(=O)O
[42] CC(Nc1ccccc1)C(=O)Nc1ccc(F)cc1 (stereo not given)
Assay by compound	37	38	39	40	41	42
EWS-Fli block	8	3	·	7	-3	·
PGC1a acetyl inh	3	·	-2	-8	-3	14
PAX8 inh HTS	20	-2	17	10	1	-4
ERAP1 HTS inh	0	2	2	2	0	·
PglD DTNB	3	·	1	3	·	-6
S100A4 MyoIIA	2	-2	?	27	10	·
FN deposition inh	-4	-3	·	·	3	-5
LGR2 inh	0	9	-20	15	4	·

[43] C[C@H]1CN([C@@H](C)CO)C(=O)c2cccc(NC(=O)C3CCOCC3)c2O[C@@H]1CN(C)C(=O)Nc1ccccc1
[44] O=C(NCc1ccco1)c1ccc2c(=O)n(-c3ccccc3)c(=O)n(Cc3cccc(F)c3)c2c1
[45] C[C@H]1CCCCO[C@H](CN(C)C(=O)Nc2ccc3c(c2)OCO3)[C@@H](C)CN([C@@H](C)CO)C(=O)c2cc(NS(=O)(=O)c3ccc(Cl)cc3)ccc2O1
[46] O=C(c1ccc([N+](=O)[O-])cc1)N(c1ccccn1)c1ccccn1
[47] COc1cc(C(=O)NCc2nnc(SCC(=O)Nc3nccs3)o2)cc(OC)c1OC
[48] OCC[C@@H]1C[C@H](O)[C@@H](O)[C@]2(OCc3ccccc32)O1
Assay by compound	43	44	45	46	47	48
EWS-Fli block	3	-4	3	6	3	-3
PGC1a acetyl inh	-4	5	5	·	-6	-11
PAX8 inh HTS	12	18	43	6	-12	-32
ERAP1 HTS inh	1	·	-7	4	-1	-3
PglD DTNB	-11	1	-2	·	·	0
S100A4 MyoIIA	-8	-2	0	-6	-1	-2
FN deposition inh	·	1	-3	-15	2	-3
LGR2 inh	10	7	2	-11	16	-2

[49] Cc1n[nH]c(C)c1CCCCOc1ccccc1[N+](=O)[O-]
[50] CCCC(=O)Nc1cc(-c2nn(C)c(=O)c3ccccc23)ccc1N1CCCCC1
[51] CNC[C@@H]1Oc2ncc(-c3cncnc3)cc2C(=O)N([C@@H](C)CO)C[C@H]1C
[52] COc1ccc(-c2cc(C(=O)NCc3ccco3)c3ccccc3n2)cc1OC
[53] CC(CCc1ccccc1)OS(N)(=O)=O (stereo not given)
[54] C[C@H](CO)N1C[C@H](C)[C@@H](CN(C)C(=O)Nc2ccc3c(c2)OCO3)Oc2ccc(NC(=O)Cc3cn(C)c4ccccc34)cc2CC1=O
Assay by compound	49	50	51	52	53	54
EWS-Fli block	6	·	-3	14	-5	11
PGC1a acetyl inh	·	1	6	·	22	3
PAX8 inh HTS	16	·	·	-12	-7	-37
ERAP1 HTS inh	12	·	-1	1	-4	-4
PglD DTNB	-17	-5	-6	7	1	0
S100A4 MyoIIA	-5	·	-18	0	4	-2
FN deposition inh	10	-6	-2	0	1	·
LGR2 inh	8	13	11	0	10	-14

[55] Cc1ccccc1Nc1nc(Cl)nc(NC(C)(C)C)n1
[56] Cn1c(CN2CCCC2)nc2cc(NC(=O)c3cccs3)ccc21
[57] Cc1ccc(NC(=O)Cn2nc(C(=O)O)c3ccccc3c2=O)cc1S(=O)(=O)N1CCCCCC1
[58] O=C(Cc1ccc(Br)cc1)Nc1cccc(Cl)c1
Assay by compound	55	56	57	58
EWS-Fli block	3	-24	2	-21
PGC1a acetyl inh	·	·	4	3
PAX8 inh HTS	16	-19	-2	-10
ERAP1 HTS inh	5	-7	-2	7
PglD DTNB	-3	·	2	·
S100A4 MyoIIA	7	-1	-3	5
FN deposition inh	·	2	0	-9
LGR2 inh	0	·	-2	-14
